SIAH1 antagonists – Siah-1 peptide-binding antagonists, primary screen, biochemical, fluorescence polarization, rhodamine-plectin, uHTS (AID 1817). one-dose displacement, % at 20 µM; IC50 in µM for titrated hits. Siah-1 / rhodamine-plectin peptide fluorescence polarization; higher % means a stronger effect. 290,000 tested, 0.02% active;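 active = displacement of at least 50% at 20 µM, with a fluorescence ratio check between 0.3 and a set limit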;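 also: plate controls were Siah plus tracer with DMSO for no effect and tracer alone without Siah for full effect; strong numbers were not always called active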
AID2073 – disruptors of CaV2.2 binding to Mint1 – biochemical, HTRF (AID 2073). HTRF protein-protein interaction, Mint1-CaV2.2; higher % means a stronger effect. inhibition, % at 20 µM; hits with a dose series show IC50 in µM. 290,000 tested, 0.19% active; in the data active = inhibition mostly above about 51%, no sharp cut-off; inconclusive = no clear call, values can overlap the other calls; inactive = mostly below about 53%; also: some results filed as inactive read as strong as hits
MgcRacGAP inhibition – MgcRacGAP GTPase-activating activity inhibitors, confirmation, biochemical, ADP Hunter fluorescence. 340,000 tested, 0.6% active. inhibition, % at 30 µM, or IC50 in µM where a hit was titrated. MgcRacGAP-stimulated Rac1 GTP hydrolysis, ADP Hunter fluorescence; higher % means a stronger effect; GST-tagged Rac1 F28L mutant substrate. AID 624330;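 active = first-screen hits whose inhibition reached a set limit at any dose in the follow-up dose series; inconclusive = inhibition above the set first-screen limit but never retested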;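 also: fluorescence reports GDP produced by GAP-driven GTP hydrolysis; strong numbers were not always called active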
West Nile antiviral – West Nile virus antiviral activity, cell-based, CPE readout (AID 1621); 290,000 tested, 0.02% active; West Nile virus-infected cells, CPE inhibition; higher % means a stronger effect; one-dose CPE inhibition, % at 10 µM; IC50 in µM for titrated hits; in the data active = a potency from the dose series; inconclusive = CPE inhibition mostly from about 3.7% at the one dose, without a potency; inactive = the rest, 99 in 100 with CPE inhibition below about 2.2%; also: strong numbers were not always called active
RSV antiviral HEp-2 – inhibition of RSV-induced cytopathic effect – HEp-2 cells, primary 10 µM value included (AID 2391). HEp-2 cells, RSV-induced CPE inhibition; higher % means a stronger effect. one-dose CPE inhibition, % at 10 µM; IC50 in µM for titrated hits. 310,000 tested, 0.13% active; in the data active = a potency from the dose series; inconclusive = CPE inhibition mostly from about 23% at the one dose, without a potency; inactive = the rest, 99 in 100 with CPE inhibition below about 21%; also: strong numbers were not always called active
SV40 large T antigen – SV40 large T antigen inhibitors, biochemical (AID 1903). SV40 large T antigen ATPase/helicase inhibition assay; higher % means a stronger effect. 310,000 tested, 0.39% active. inhibition, % at 20 µM, or IC50 in µM where a hit was titrated; in the data active = a potency from the dose series; inconclusive = inhibition mostly from about 32% at the one dose, without a potency; inactive = the rest, 99 in 100 with inhibition below about 32%; also: strong numbers were not always called active
NS5 inhibitors – Dengue-2 NS5 methyltransferase inhibitors, primary screen, biochemical, confirmation dose response (AID 588689). Dengue-2 NS5 methyltransferase capping enzyme assay, biochemical; higher % means a stronger effect. inhibition, % at 25 µM, or IC50 in µM where a hit was titrated. 340,000 tested, 0.3% active; in the data active = a potency from the dose series; inconclusive = inhibition above about 29% without an active follow-up result
K1F lysis inhibition – protection from phage-mediated lysis, alamar blue read-out – E. coli UTI89, K1F phage, bacterial capsule biogenesis inhibitors (AID 488966). E. coli UTI89 K1F phage lysis, alamar blue, 2 h; higher % means a stronger effect. inhibition, % at 100 µM; hits with a dose series show IC50 in µM. 340,000 tested, 0.02% active;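 active = phage lysis inhibition, versus mean bacterial control, above a set limit; inconclusive = no clear call, values can overlap the other calls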;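 also: capsule biogenesis inhibitors block K1F phage lysis so surviving cells raise fluorescence; higher fluorescence means more inhibition of phage lysis; actives were called in the ten point dose series up to 300 µM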
NTR1 ag – agonists of NTR1, primary screen, imaging, U2OS cells, beta-arrestin-GFP, high content (AID 493036) | P30989 | NTR1-U2OS beta-arrestin-GFP spot imaging, agonist mode | activation, % at 20 µM | 330,000 tested, 0.17% active;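 active = activation at or above 40% of the spot to cytoplasm intensity ratio, with at least 20 cells analyzed; inconclusive = wells under 20 cells, flagged as cytotoxic or low count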;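 also: 0% = DMSO without peptide and 100% = 100 nM NTR1 peptide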
Target sequence (P30989 whole entry, looked up): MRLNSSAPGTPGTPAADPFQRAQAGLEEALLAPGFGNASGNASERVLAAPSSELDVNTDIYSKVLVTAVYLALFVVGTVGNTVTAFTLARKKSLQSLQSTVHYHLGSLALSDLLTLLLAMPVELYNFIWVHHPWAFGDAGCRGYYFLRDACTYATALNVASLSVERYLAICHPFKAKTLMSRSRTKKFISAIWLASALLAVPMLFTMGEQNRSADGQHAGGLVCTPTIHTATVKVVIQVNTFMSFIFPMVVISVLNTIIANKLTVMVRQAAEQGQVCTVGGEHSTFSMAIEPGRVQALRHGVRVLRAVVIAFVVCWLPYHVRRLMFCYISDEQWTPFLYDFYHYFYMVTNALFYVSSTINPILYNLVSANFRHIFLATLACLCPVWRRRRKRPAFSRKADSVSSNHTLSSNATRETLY
NTR1 ag cell count 20 µM – second read-out of NTR1 ag, no call of its own (marks repeat the call); cell count; measured here: cell count, cytotoxicity flag
NS5 inhibitors pilot replicate – second read-out of NS5 inhibitors, no call of its own (marks repeat the call); inhibition, %; measured here: pilot screen replicate inhibition
An asterisk follows results filed as active; ? = inconclusive; nt = no result given; [ ] = remark or other dose.

SMILES	SIAH1 antagonists	AID2073	MgcRacGAP inhibition	West Nile antiviral	RSV antiviral HEp-2	SV40 large T antigen	NS5 inhibitors	K1F lysis inhibition	NTR1 ag	NTR1 ag cell count 20 µM	others
CNC(=O)N1CCN(C(=O)NC)CC1	2%	5%	-2%	0.3%	0.5%	3%	-1%	4.9%	0.4	76
CCc1cc(=O)oc2cc(OCC(=O)NCCCN3CCCC3=O)ccc12	4%	10%	11%	-0.7%	3.2%	9%	3%	0.2%	1.8	58
Cc1ccc(S(=O)(=O)Nc2cccc(-c3ccc4nnc(C)n4n3)c2)s1	11%	4%	4%	0.0%	2.6%	10%	0%	0.1%	0.2	87
O=C(COC(=O)CCC(=O)c1cccs1)Nc1ccccc1[N+](=O)[O-]	5%	-5%	-7%	-1.1%	-1.0%	5%	-5%	-0.4%	1.8	39
Cn1nnnc1Sc1ncnc2scc(-c3ccccc3Cl)c12	nt	nt	18%	nt	-1.6%	nt	-10%	0.2%	-0.7	66
O=C(CCc1nnc(C2(c3ccc(Cl)cc3)CCC2)o1)NCCCn1cccn1	3%	21%	-4%	0.8%	1.2%	23%	-3%	0.1%	1.1	77
c1cncc(-c2cn(C[C@H]3CC[C@H](Cn4cc(-c5cccnc5)nn4)O3)nn2)c1	nt	nt	7%	nt	nt	nt	-1%	0.1%	3.0	62	NS5 inhibitors pilot replicate=-0.6
Cc1noc(C)c1NC(=O)N(C)C[C@@H]1Oc2c(NC(=O)NC(C)C)cccc2C(=O)N([C@@H](C)CO)C[C@@H]1C	nt	nt	11%	nt	nt	nt	-7%	0.0%	0.5	38	NS5 inhibitors pilot replicate=-3.7
Cc1ccc(NC(=O)c2nsc(Cl)c2Cl)cc1	1%	19%	7%	0.2%	3.0%	6%	2%	0.8%	-1.0	62
NC(=S)N/N=C/c1cc([N+](=O)[O-])ccc1Cl	-1%	-10%	3%	-0.4%	2.0%	0%	1%	0.0%	0.6	31
Cc1cc(Br)ccc1NC(=O)CN(C)C(=O)CSC(=S)N1CCCC1	nt	nt	-1%	nt	1.5%	nt	11%	-0.4%[50 µM]	-0.2	82
N#C/C=C/C(=C\Nc1ccc(Cl)cc1)S(=O)(=O)c1ccccc1	2%	0%	0%	-0.2%	1.4%	5%	-4%	-0.1%	0.1	85
Cc1cc(NC(=O)Cn2nc(C(=O)O)c3ccccc3c2=O)ccc1Br	6%	0%	5%	-0.1%	1.5%	-5%	-4%	0.1%	1.7	51
Oc1ccc2ccccc2c1N=Nc1ccccc1F	1%	24%	?	0.6%	6.3%	58%	5%	0.6%	0.6	65
CN(C)CCC(=O)N1c2ccccc2Sc2ccc(Cl)cc21	-4%	-12%	3%	1.1%	-0.3%	-2%	-4%	0.4%	0.4	50
C=CCn1c(SCC(=O)N(CC)C2CCS(=O)(=O)C2)nc2cc(C(=O)O)ccc2c1=O (stereo unspecified)	nt	nt	1%	nt	0.9%	nt	-10%	0.4%[50 µM]	-0.9	90
COc1ccc(-n2c(SCC(N)=O)nnc2-c2ccco2)cc1	3%	4%	7%	0.3%	0.6%	6%	-1%	1.1%	-0.6	59
C[C@H]1COC(=O)[C@@H](CC(=O)OC(C)(C)C)C/C=C\C[C@@H](CC(=O)N(CCO)Cc2ccccc2)C(=O)N1	nt	nt	4%	nt	nt	nt	-7%	0.9%	0.4	61
Cc1ccc(S(=O)(=O)N(C)C)cc1NC(=O)CSc1nnnn1-c1ccc(O)cc1	2%	22%	7%	-0.2%	1.9%	7%	1%	2.3%[50 µM]	-0.3	70
CCOC(=O)c1ccc(NC(=O)NCCc2cnc[nH]2)cc1	-2%	8%	-5%	-0.2%	-2.1%	2%	2%	-0.1%	-0.3	57
C=CCOc1cccc(C2/C(=C(\O)c3ccc4c(c3)OCCO4)C(=O)C(=O)N2Cc2cccnc2)c1 (stereo unspecified)	0%	14%	8%	-0.1%	2.1%	19%	-4%	0.0%	0.8	52
O=C(NC1CC2CCC(C1)N2C(=O)NCc1ccccc1)NC12CC3CC(CC(C3)C1)C2 (stereo unspecified)	-5%	12%	7%	nt	0.8%	5%	-5%	-0.1%	0.0	81
COc1cccc(COc2ccccc2C2Nc3ccc(Br)cc3C(=O)N2NC(=O)c2ccncc2)c1 (stereo unspecified)	0%	5%	3%	nt	8.2%	-2%	-1%	0.1%	2.7	54
CCCOC(=O)C(C)n1cnc2sc(C)c(C)c2c1=O (stereo unspecified)	1%	-10%	7%	nt	3.9%	5%	-2%	-0.6%	-2.2	77
O=c1[nH]c(=O)c2ncc(-c3ccc(Cl)cc3)nc2[nH]1	11%	41%	nt	0.1%	3.1%	-3%	nt	nt	1.8	52
COc1cccc(CN(C(=O)c2ccccc2Cl)C2CCS(=O)(=O)C2)c1 (stereo unspecified)	11%	-4%	5%	-0.3%	-0.2%	0%	7%	0.3%	0.3	59
c1ccc2c(c1)CCCN2c1nc2ccccc2n2cnnc12	1%	26%	5%	0.6%	5.2%	-8%	-6%	-0.1%	23	12
CCC1=C(OC(=O)N(CC)CC)N2C(=O)OC(=NCC(=O)OC)[C@]2(C)[C@H]2C1=CC[C@H]1C(=O)NC(=O)[C@H]12	-3%	2%	3%	-0.4%	0.4%	14%	1%	-0.3%	0.7	92
Cc1cc(NC(=O)CCC(=O)N(c2ccccc2)C(C(=O)NC2CCCC2)c2ccccc2)no1 (stereo unspecified)	3%	-3%	7%	-0.2%	1.6%	-5%	nt	0.3%	0.2	49
COc1cccc(NC(=O)CCCn2c(=S)[nH]c3ccccc3c2=O)c1	3%	-20%	5%	-0.7%	4.2%	6%	3%	0.1%	-0.1	69	NS5 inhibitors pilot replicate=-0.6
CCc1ccc(C2NC(C(=O)O)CS2)cc1 (stereo unspecified)	-2%	1%	nt	0.1%	nt	6%	nt	nt	nt	nt
Cc1ccc(Oc2ncccc2NC(=O)CCCC(=O)O)c2c1CCC2	4%	8%	nt	0.4%	-0.2%	17%	nt	nt	-1.3	44
O=[N+]([O-])c1ccccc1CNC1CCCc2ccccc21 (stereo unspecified)	11%	-8%	25%	-0.8%	-2.6%	-7%	1%	-0.4%	2.0	56
COc1ccccc1C(=O)OCCN1CCOCC1	1%	10%	2%	0.2%	-1.5%	15%	-6%	0.1%	1.5	49
Nc1ncnc2c1ncn2[C@@H]1O[C@H](COP(=O)(O)OP(=O)(O)OP(=O)(O)O)[C@@H](O)[C@H]1O	nt	nt	-6%	nt	-1.0%	1%	-1%	3.3%	-0.3	55
O=C(O)CC(c1ccccc1F)N1Cc2ccccc2C1=O (stereo unspecified)	2%	4%	6%	-0.1%	0.2%	7%	-2%	-0.1%	0.1	95
COc1ccc(C(CNC(=O)C(CCSC)NC(=O)c2ccccc2Cl)N2CCCC2)cc1 (stereo unspecified)	nt	nt	7%	nt	1.1%	nt	-1%	0.3%[50 µM]	0.6	56
CC(=O)Nc1ccc(C(=O)c2ccccc2)cc1	-4%	7%	-8%	0.6%	2.3%	8%	-1%	-0.2%	-1.1	49
COc1ccc(OCC(=O)NNC(=O)c2cc3ccccc3o2)cc1	3%	2%	7%	-0.2%	0.3%	3%	-3%	-0.2%	0.6	76
Fc1cccc(CN2CCN(c3nc4nonc4nc3NC3CC3)CC2)c1	2%	-23%	11%	-0.7%	0.7%	10%	19%	0.1%	0.3	87
N#CC1(NC(=O)COC(=O)CN2C(=O)c3ccccc3C2=O)CCCCC1	nt	nt	7%	nt	1.8%	7%	-9%	1.2%[50 µM]	-0.5	76
COc1ccc(-n2nc3c(c2NC(=O)C(C)Oc2ccccc2)CS(=O)(=O)C3)cc1 (stereo unspecified)	12%	8%	4%	-0.1%	0.1%	6%	3%	0.0%	3.1	53
COC(=O)c1ccc(CSC2=NC[C@@H]3[C@@H]4C(=O)N(C)C(=O)[C@@H]4[C@](Cc4ccccc4)(C(=O)OC)N23)cc1	nt	nt	8%	nt	nt	nt	0%	-0.2%	3.5	66	NS5 inhibitors pilot replicate=0.6
Cc1cc(O)ccc1NC(=S)NC(=O)c1cncc(Br)c1	1%	-5%	11%	0.0%	-2.1%	11%	6%	0.0%	2.7	59
O=C(Cc1ccccc1)N/N=C/c1ccc(-c2ccc([N+](=O)[O-])cc2)o1	6%	32%	13%	0.3%	3.6%	7%	7%	3.7%	0.2	40
Cc1cccc(C)c1OC(=O)C(c1ccccc1)c1ccccc1	0%	-3%	-3%	0.5%	3.7%	4%	3%	-0.4%	3.9	94
Cc1cc(-c2cc(C(=O)Nc3ccccc3)on2)nc(NC2CCCC2)n1	nt	nt	nt	0.0%	2.5%	12%	nt	nt	1.2	80
CCOc1ccccc1NC(=O)Cn1c(=O)n(-c2ccccc2)c(=O)c2oc3ccccc3c21	0%	7%	7%	-0.1%	0.8%	-1%	-1%	2.0%[50 µM]	1.8	41
O=C(C(=O)N1CCN(c2ccccc2)CC1)c1c[nH]c2ccccc12	-4%	-8%	4%	-0.6%	1.9%	14%	-2%	0.3%	2.2	48
O=C(CSc1nnc(COc2cccc3cccnc23)o1)N1CCc2ccccc21	-6%	-12%	-2%	-0.6%	20%	28%	-1%	0.0%	0.1	37

Remaining list, next part
SMILES	SIAH1 antagonists	AID2073	MgcRacGAP inhibition	West Nile antiviral	RSV antiviral HEp-2	SV40 large T antigen	NS5 inhibitors	K1F lysis inhibition	NTR1 ag	NTR1 ag cell count 20 µM	others
O=C(CCCN1C(=O)c2cccnc2C1=O)N1CC(=O)N(CCc2ccccc2)C(=O)C1	1%	5%	9%	-0.4%	2.0%	0%	-8%	-0.4%	1.8	50
CN1C[C@@H]2C(c3ccc(Cl)nc3)C3(c4cccnc4)CC2(C3)[C@H]1c1ccccc1 (stereo partly specified)	-4%	5%	13%	0.0%	0.4%	16%	-18%	1.9%	2.5	91
CC(C)CCNCC(O)CON=C1c2ccccc2-c2ccccc21 (stereo unspecified)	-5%	4%	3%	-1.9%	65%	1%	-8%	-0.2%	31	38
O=C(O)c1ccccc1C(=O)c1ccc2c(c1)CCC2	-1%	-4%	3%	0.2%	0.0%	6%	-4%	0.1%	0.3	86
COc1cc(C(CC(=O)Nc2ccc(Cl)cn2)N2Cc3ccccc3C2=O)cc(OC)c1OC (stereo unspecified)	4%	?	23%	-1.0%	0.1%	24%	-9%	0.1%	-2.1	91
Cc1cc2c(c(SCC(=O)NCCc3ccccc3)n1)C(=O)OC2	5%	3%	4%	0.1%	2.1%	-5%	-11%	-0.2%	-1.8	76
CC(=O)OCC(=O)NCC(=O)c1c[nH]c2ccccc12	-8%	1%	5%	-0.4%	1.4%	1%	-7%	0.7%	-2.1	73

Screening results deposited in PubChem BioAssay by several laboratories.
